FUS suppressor: FUS proteinopathy suppression in yeast. Potency, µM (doses to about 76.6 µM), without a hit: at the highest dose growth rescue (activation), usual class: activators. S. cerevisiae FUS-expressing, growth rescue, OD600, 24 h. actives 0.24% (n = 390,000). AID 1347120;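 also: plate controls were DMSO vehicle for no effect and reference control for full effect; nearly all actives have a fitted effect of over 55% in size; some results filed as inactive show a strong effect at the top dose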
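Steps: raffinose overnight preculture; dilution to OD 0.005 in 2% galactose minimal medium; compound addition (concentration series); 24hr at 30C, 99% humidity; absorbance read at 600 nm.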
Abeta yeast res: A-beta toxicity reversal in yeast. yeast expressing A-beta42, growth rescue, OD600, 48 h; response scale: 0% DMSO, 100% iron-clioquinol control. Potency, µM (top dose mostly 46.1 µM), for the others: at the top dose growth rescue, actives largely listed as activators. actives 0.063% (n = 410,000). AID 1347071; also: nearly all actives have a fitted effect of over 55% in size
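Yeast growth medium received pinned compounds, then yeast cells expressing toxic A-beta were added; plates incubated at 30 C for 48 hr. Growth read as absorbance at 600 nm, normalized to DMSO and equimolar FeCl3 plus clioquinol controls.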
* marks the source's active call; other numbers are inactive results; ? = inconclusive; [ ] = remark or other dose. Calls follow the shape of the dose curve; as a rule, active = well fitted activation curve with a large enough effect; inconclusive = small, poorly fitted or top-dose-only effect; inactive = no such curve, though single readings can be large or run the other way. Potency is read from the fitted curve at half-maximal effect. An excerpt; rates above refer to the full screens.

entry | structure | FUS suppressor | Abeta yeast res
1 | Cc1nn(C)c2c1c(C(F)(F)F)cc(=O)n2CC(=O)NCc1ccccc1Cl | 7% | 6%
2 | CSc1ccc(CNC(=O)c2sc3ncnc(N(C)C4CCCCC4)c3c2C)cc1 | ? | -2%
3 | Cc1ccc(C)c(CN2CCC(CNC(=O)c3cc4ccc5cccnc5c4[nH]3)CC2)c1 | 3% | -7%
4 | Cc1ccc(-n2ncc(C(=O)NCCc3ccsc3)c2C2CCN(C(=O)OC(C)(C)C)CC2)c(C)c1 | ? | 16%
5 | O=C(NC1CCCC1)c1ccc2c(c1)N(Cc1c(F)cccc1Cl)C(=O)c1ccccc1S2 | ? | 4%
6 | CCn1c(=O)c2sccc2n2c(CCC(=O)Nc3cc(C)cc(C)c3)nnc12 | 6% | -3%
7 | COc1ccc(-c2noc(-c3ccc(N4CCN(c5ccccc5)CC4)c([N+](=O)[O-])c3)n2)cc1OC | -1% | 5%
8 | COc1ccc(N2CCN(C(=O)c3cc4c(=O)n(Cc5cccs5)ccc4nc3C)CC2)cc1 | 31% | -12%
9 | Cc1ccc(NC(=O)c2cn3c4c(ccc(Cl)c4c2=O)OC(C)C3)cc1C (stereo not drawn) | -17% | -2%
10 | CCOC(=O)C1=C(CN2CCCCC2)NC(=O)NC1c1ccc(C)cc1 (stereo not drawn) | -29% | -3%
11 | CCc1ccc(N(CC)C(=O)c2ccc3c(=O)n4c(nc3c2)CCCCC4)cc1 | -3% | 11%
12 | Cc1nnc(N2CCC(C(=O)NCCc3ccccc3)CC2)c2nn(-c3ccccc3)c(C)c12 | 7% | -7%
13 | Cc1cccc(N(CC(=O)NCc2ccccc2)S(C)(=O)=O)c1C | 10% | -11%
14 | O=C(NCCS(=O)(=O)N1CCN(c2ccc(F)cc2)CC1)c1cc(=O)c2ccccc2o1 | 12% | -4%
15 | CCOc1ccccc1Nc1nc2c(S(=O)(=O)c3ccc(C)cc3)nnn2c2ccsc12 | -14% | -14%
16 | COC(=O)c1ccccc1NC(=O)Cn1c(CCC(=O)O)ccc1-c1ccc(C)cc1 | 18% | -10%
17 | Cc1cccn2c(=O)c(C(=O)NCCc3ccc(Cl)cc3)cnc12 | 9% | -29%
18 | CC(C)c1ccc(NS(=O)(=O)c2ccc3[nH]cc(C(=O)NC4CCCCC4)c(=O)c3c2)cc1 | 47% | -19%
19 | O=C(CN1C(=O)C(c2ccc(F)cc2)=NC12CCCCCC2)Nc1ccc(F)c(Cl)c1 | 3% | -20%
20 | CCOc1ccccc1-c1noc(CCCC(=O)Nc2cccc(C(F)(F)F)c2)n1 | 39% | 12%

(list continues)
entry | structure | FUS suppressor | Abeta yeast res
21 | CCc1ccc(-n2c(=O)c3c4c(sc3n(Cc3cc(=O)n5c(C)cccc5n3)c2=O)CCC4)cc1 | -26% | 9%
22 | Cc1ccc2c(c1)CC(C)N2S(=O)(=O)c1nnc(NC(=O)c2ccccc2F)s1 (stereo not drawn) | 7% | -7%
23 | CC1=C(C(=O)N2CCCCC2)C(c2ccc(Cl)cc2)n2c(nc3ccccc32)N1 (stereo not drawn) | -30% | -3%
24 | Cc1ccc(S(=O)(=O)NCC(Nc2cccc(Cl)c2)c2ccccc2)cc1 (stereo not drawn) | 16% | -3%
25 | Cc1cccc(-n2ncc3c(N4CCCC(C)C4)ncnc32)c1 (stereo not drawn) | -10% | -56%[inhibitor]
26 | O=C(Cn1cc(S(=O)(=O)c2ccccc2)c(=O)c2cc3c(cc21)OCO3)Nc1ccc(Cl)cc1 | ? | -15%
27 | CCc1ccc(NC(=O)c2ccc(CNS(=O)(=O)c3ccc4c(c3)C(C)(C)C(=O)N4C)cc2)cc1 | -8% | 13%
28 | Cc1cccc(-n2c3c(cc(-c4nc(-c5ccc(Cl)cc5)cs4)c2=O)C(=O)CC(C)(C)C3)c1 | -6% | 9%
29 | Cc1cccc(NC(=O)CSC2=Nc3ccccc3C3=NC(CCC(=O)NCc4ccc(F)cc4)C(=O)N23)c1 (stereo not drawn) | -4% | -3%
30 | COc1ccc(OC)c(NC(=O)CSc2cn(CC(=O)N3CCOCC3)c3ccccc23)c1 | 32% | -8%
31 | Cc1c(NC(=O)c2ccc(Cl)cc2)cc(C(C)C)c(O)c1S(=O)(=O)c1ccc(Cl)cc1 | ? | 5%
32 | Cc1cc(Cl)ccc1NS(=O)(=O)c1ccc2c(c1)CC(C)N2C(=O)C1CCC1 (stereo not drawn) | ? | 13%
33 | COCCCNC(=O)c1[nH]c2ccccc2c1Sc1ccc(C)cc1 | -10% | 9%
34 | COc1ccc(-n2ncc(C(=O)N3CCN(c4ncccn4)CC3)c2C2CCN(C(=O)OC(C)(C)C)CC2)cc1 | 14% | -5%
35 | COc1cc2[nH]c(=O)n(CCCC(=O)NCc3ccc(Cl)cc3)c(=O)c2cc1OC | -34% | -1%
36 | Cc1ccc(C)c(CN2C(=O)C(O)(c3c(C)[nH]c4ccccc34)c3ccccc32)c1 (stereo not drawn) | 7% | 1%
37 | O=C(Nc1cc(F)ccc1F)C1COc2ccccc2C1 (stereo not drawn) | -10% | 26%
38 | Cc1ccc2onc(CNC(=O)N(C)Cc3ccccc3)c2c1 | 27% | 17%
39 | Cc1cccc(NC(=O)C2CCN(c3nc4ccccc4[nH]3)CC2)c1C | -4% | 0%
40 | COCCN(Cc1ccco1)C(=O)Cn1ncc2c([nH]c3ccccc32)c1=O | -4% | -11%

As entered above.
For FUS suppressor, COc1cc2[nH]c(=O)n(CCCC(=O)NCc3ccc(Cl)cc3)c(=O)c2cc1OC is listed with -34%
For Abeta yeast res, CC1=C(C(=O)N2CCCCC2)C(c2ccc(Cl)cc2)n2c(nc3ccccc32)N1 (stereo not drawn) is listed with -3%
For FUS suppressor, CCc1ccc(-n2c(=O)c3c4c(sc3n(Cc3cc(=O)n5c(C)cccc5n3)c2=O)CCC4)cc1 is listed with -26%
For FUS suppressor, Cc1ccc2c(c1)CC(C)N2S(=O)(=O)c1nnc(NC(=O)c2ccccc2F)s1 (stereo not drawn) is listed with 7%
For FUS suppressor, COc1ccc(-n2ncc(C(=O)N3CCN(c4ncccn4)CC3)c2C2CCN(C(=O)OC(C)(C)C)CC2)cc1 is listed with 14%
For Abeta yeast res, Cc1c(NC(=O)c2ccc(Cl)cc2)cc(C(C)C)c(O)c1S(=O)(=O)c1ccc(Cl)cc1 is listed with 5%

Retrieved by structure from the list above, two records:
entry | structure | FUS suppressor | Abeta yeast res
24 | Cc1ccc(S(=O)(=O)NCC(Nc2cccc(Cl)c2)c2ccccc2)cc1 (stereo not drawn) | 16% | -3%
20 | CCOc1ccccc1-c1noc(CCCC(=O)Nc2cccc(C(F)(F)F)c2)n1 | 39% | 12%

Later entries:
entry | structure | FUS suppressor | Abeta yeast res
41 | Cc1ccc(S(=O)(=O)c2cn(C)c3cc(N4CCCC4)c(F)cc3c2=O)c(C)c1 | -15% | -19%
42 | CCc1ccccc1NC(=O)CSc1ncc(S(=O)(=O)c2ccccc2)c(N)n1 | 17% | 6%
43 | COc1ccc(Br)cc1CNC(=O)c1cc(=O)[nH]c2ccc(S(=O)(=O)N3CCCCC3)cc12 | 15% | -8%
44 | CC1CCC(NC(=O)Cn2ncc3c4ccccc4n(Cc4ccc(F)cc4)c3c2=O)CC1 (stereo not drawn) | -6% | 6%
45 | COc1ccc(C2c3cccn3CCN2S(=O)(=O)c2ccc([N+](=O)[O-])cc2)cc1 (stereo not drawn) | 16% | 0%
46 | CCOc1ccc(CCNC(=O)c2ccc(-n3c(C)cc4c3CCC(C)C4)cc2)cc1OCC (stereo not drawn) | 24% | -14%
47 | CC(=O)c1cccc(Nc2ccc3cc(S(=O)(=O)N4CCC(C)CC4)ccc3n2)c1 | -8% | -7%
48 | Cc1ccc(CCNC(=O)CCCn2c(=O)c3cccn3c3ccc(F)cc32)cc1 | -8% | 17%
49 | O=C(NCCCCc1ccccc1)c1nn(-c2ccccc2)nc1CO | 6% | -6%
50 | COc1ccccc1CNC(=O)c1ccc2nc(CCc3ccccc3)oc2c1 | -11% | -11%
51 | Cc1ccn2c(Nc3ccc4c(c3)OCCO4)c(-c3ccc(Cl)s3)nc2c1 | 2% | -24%
52 | Cc1ccccc1OCCCCn1nnc2sc3c(c2c1=O)CCC(C)C3 (stereo not drawn) | -18% | 7%
53 | CCN1CCN(C(=O)c2ccc3c(c2)N(Cc2cc(C)ccc2C)C(=O)c2ccccc2S3(=O)=O)CC1 | -2% | -2%
54 | COc1ccc(-c2n[nH]c3c2C(c2ccccn2)N(C)C3=O)cc1 (stereo not drawn) | -23% | 7%
55 | COc1ccc(-c2cc(C(F)(F)F)nc(SCC(=O)NCCc3ccccc3)n2)cc1 | 11% | -16%
56 | COc1ccc(-c2nc(CNS(=O)(=O)c3ccccc3)cs2)cc1 | -17% | -4%
57 | COc1ccccc1NC(=O)CN1C(=O)c2cccc3cccc1c23 | 10% | -5%
58 | CCOC(=O)c1oc2c(c1C)-c1nn(Cc3ccc(Cl)cc3)cc1CC2 | ? | 10%
59 | Cc1ccc(Cn2ccn(CC(=O)Nc3c(C)cc(C)cc3C)c(=O)c2=O)cc1 | -1% | -4%
60 | Cc1cc2c(cc1C)NC(CC(=O)Nc1cccc(C)c1C)C(=O)N2 (stereo not drawn) | 31% | -10%

Continued:
entry | structure | FUS suppressor | Abeta yeast res
61 | CCn1c(C(=O)N2CCC(C(=O)NCCCOC)CC2)cc2sccc21 | -17% | -12%
62 | COc1ccc(-n2c(=O)c3ccccc3n(Cc3cccc(C)c3)c2=O)cc1 | 6% | 0%
63 | Cc1ccc(C(=O)O)cc1NC(=O)c1nsc2ccccc12 | 23% | 11%
64 | CCN(CC)S(=O)(=O)c1cccc(C(=O)Nc2sc3c(c2C#N)CCC(C)C3)c1 (stereo not drawn) | 8% | -9%
65 | Oc1c(C(c2ccccc2Cl)N2CCC(O)CC2)sc2nc(-c3ccco3)nn12 (stereo not drawn) | 4% | -14%
66 | O=C(Cn1c(=O)n(-c2ccccc2)c(=O)c2c3c(sc21)CCCC3)Nc1cccc(F)c1 | -21% | -6%
67 | Cc1ccc2oc(=O)c(-c3nc4ccc(C)cc4[nH]3)cc2c1 | 7% | -9%
68 | Cc1ccccc1-c1noc(-c2cccnc2N(C)Cc2ccc(Cl)cc2)n1 | 1% | -14%
69 | Cc1ccc(CNC(=O)CCc2c(C)c3ccc(O)c(C)c3oc2=O)cc1 | -15% | 6%
70 | CCC(=O)NC1CC(=O)N(c2ccc3c(c2)OCCO3)C1 (stereo not drawn) | 2% | -18%
71 | CC1CCN(S(=O)(=O)c2ccc3nc(N4CCN(c5ccccc5F)CC4)ccc3c2)CC1 | -15% | -10%
72 | CCCC(=O)Nc1ccc2nc(SCC(=O)N3CCOCC3)sc2c1 | 13% | -7%
73 | CN(C)c1ccc(CNC(=O)c2ccc(NC(=O)c3nsc4ccccc34)cc2)cc1 | -2% | -10%
74 | COc1cccc(CNC(=O)c2cc(=O)[nH]c3ccc(S(=O)(=O)N4CCCCC4)cc23)c1 | 5% | -7%
75 | O=C(CSc1nccn1C1CCCC1)Nc1ccccc1 | 16% | -7%
76 | COc1cc(C2c3c(-c4ccccc4O)n[nH]c3C(=O)N2CCO)ccc1OCc1ccccc1 (stereo not drawn) | -19% | 4%
77 | COC(=O)c1sc2cccc(F)c2c1S(=O)(=O)Nc1cc(OC)cc(OC)c1 | 6% | -23%
78 | COc1ccc2c(c1)c1c(c(=O)n(-c3cc(Cl)ccc3C)c(=O)n1CC(=O)N1CCCC1)n2C | 9% | -15%
79 | CCOC(=O)c1ccc(NC(=O)c2c(NCc3sccc3C)sc3c2CCC(C)C3)cc1 (stereo not drawn) | 17% | -26%
80 | CCc1ccc(OCC(=O)N(Cc2ccc(C(C)C)cc2)C2CCS(=O)(=O)C2)cc1 (stereo not drawn) | ? | 17%

Structures above with a CF3 group:
entry | structure | FUS suppressor | Abeta yeast res
1 | Cc1nn(C)c2c1c(C(F)(F)F)cc(=O)n2CC(=O)NCc1ccccc1Cl | 7% | 6%
20 | CCOc1ccccc1-c1noc(CCCC(=O)Nc2cccc(C(F)(F)F)c2)n1 | 39% | 12%
55 | COc1ccc(-c2cc(C(F)(F)F)nc(SCC(=O)NCCc3ccccc3)n2)cc1 | 11% | -16%

The list continues.
entry | structure | FUS suppressor | Abeta yeast res
81 | Cc1cccc(OC(C)C(=O)Nc2ncn[nH]2)c1 (stereo not drawn) | -1% | -11%
82 | O=C(COc1ccc2ccccc2c1)NC1CC(=O)N(c2ccc(F)cc2)C1 (stereo not drawn) | 3% | -6%
83 | COc1ccc(NC(=O)Cn2c(=O)n(-c3cc(C)cc(C)c3)c(=O)c3oc4ccccc4c32)cc1OC | 7% | 2%
84 | Cc1nn(C(=O)c2cccc([N+](=O)[O-])c2C)c(C)c1S(=O)(=O)N1CCOCC1 | 32% | -1%
85 | CCc1nn(CC(=O)N2CCCCC2)c(=O)c2cc3sc(C)cc3n12 | -1% | -15%
86 | COC(=O)C(Cc1c[nH]c2ccccc12)NC(=O)COc1cccc(C)c1 (stereo not drawn) | 10% | 5%
87 | Cc1cccc(OCC(=O)Nc2ccc3nc(SCc4ccccc4)sc3c2)c1 | 9% | -14%
88 | COc1cccc(C(=O)c2cn(CC(=O)Nc3cccc(Cl)c3C)c3nc(C)ccc3c2=O)c1 | -22% | 5%
89 | Cc1ccc(C(=O)CSc2nc(C)cc(C)c2C(=O)Nc2cccc(C)c2)cc1 | 9% | 7%
90 | O=C(Nc1nnc(S(=O)(=O)N2CCCc3ccccc32)s1)c1ccccc1Br | -13% | 7%
91 | COc1ccccc1C(=O)Nc1cccc(OCc2cc(=O)n3c4c(sc3n2)CCCC4)c1 | -11% | -13%
